# Source: PubChem BioAssay (National Center for Advancing Translational Sciences (NCATS))
# TRb SRC2 PPI – TRbeta-SRC2 interaction inhibition. TRbeta-SRC2 peptide binding, fluorescence polarization; receptor liganded with 1 µM T3. Potency, µM (titrated, usually from 106 µM), for the others: at the highest dose activity change, negative = inhibition, usual class: inhibitors. 280,000 tested, 0.065% active. AID 1469;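 also: plate controls were bound peptide for no effect and peptide without receptor for full effect; nearly all actives have a fitted effect of over 50% in size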
#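 Human TRb LBD (0.6 uM) plus Texas Red-labeled SRC2 peptide (20 nM), 1uM T3, 5% DMSO, 5 hr at ambient temperature. Decreased polarization (555/632 nm) flags inhibition; data normalized to free and bound peptide controls.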
# Tau ThT inhib – tau fibrillization inhibition (ThT binding) | P10636 | Potency, µM (doses to about 57.4 µM), without a hit: at the top dose activity, negative = inhibition, hits mostly inhibitors | recombinant tau K18 P301L (four-repeat tau fragment), heparin-induced fibrillization, ThT fluorescence | 270,000 tested, 2.1% active; also: nearly all actives have a fitted effect of over 55% in size
# Target sequence (P10636 561-689 P618L limits assumed): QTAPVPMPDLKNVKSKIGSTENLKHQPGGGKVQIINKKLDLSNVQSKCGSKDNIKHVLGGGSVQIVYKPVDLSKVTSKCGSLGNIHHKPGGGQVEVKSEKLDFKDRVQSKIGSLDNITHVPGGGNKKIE
#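 Heparin-induced (20 uM) aggregation of recombinant human K18 P301L tau, 15 uM unlabeled with 0.24 uM labeled, pH 7 acetate buffer, 6 hr at 37 C with compound. Fibrils quantified by 30 uM ThT fluorescence after 1 hr ambient incubation.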
# KDM4E inh – JMJD2E (human) inhibition; Potency, µM (highest dose often 57.1 µM), without a hit: at the highest dose activity change, negative = inhibition, usual class: inhibitors; JMJD2E catalytic domain, FDH-coupled NADH fluorescence (FDH is formaldehyde dehydrogenase); B2RXH2; 230,000 tested, 1.6% active; active = well fitted inhibition curve with a large enough effect, not every such curve was filed as active; inconclusive = small, poorly fitted or top-dose-only effect, or another doubt; inactive = no such curve, though single readings can be large or run the other way;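 also: 0% = wells with enzyme and -100% = buffer wells without enzyme; nearly all actives have a fitted effect of over 50% in size; many of its hits are not listed in these tables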
# Target sequence (B2RXH2 1-337 limits assumed): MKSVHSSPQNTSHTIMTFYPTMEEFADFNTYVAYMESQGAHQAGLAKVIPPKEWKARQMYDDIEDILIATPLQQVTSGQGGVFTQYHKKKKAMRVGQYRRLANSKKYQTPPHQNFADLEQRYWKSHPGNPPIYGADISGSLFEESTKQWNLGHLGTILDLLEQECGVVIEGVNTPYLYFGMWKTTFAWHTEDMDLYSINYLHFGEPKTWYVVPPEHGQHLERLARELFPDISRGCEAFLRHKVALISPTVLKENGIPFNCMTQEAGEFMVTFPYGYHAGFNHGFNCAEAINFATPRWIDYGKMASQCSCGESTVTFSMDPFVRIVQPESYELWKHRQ
# TexasRed fluor – alters Texas Red total fluorescence, flagging assay interference | Potency, µM (top dose mostly 106 µM), for the others: at the highest dose fluorescence change, negative = quenching | 280,000 tested, 0.29% active | TRb/SRC2 Texas Red total fluorescence interference; active = well fitted curve in either direction with a large enough effect; inconclusive = small, poorly fitted or top-dose-only effect
#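 Human TRb ligand-binding domain at 0.6 uM with 20 nM Texas Red SRC2 peptide in Tris buffer containing 1 uM T3 and 5% DMSO, incubated with compound 5 h at ambient temperature. Total fluorescence (555/632 nm) calculated as parallel + 2 × perpendicular.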
# Tau FP inhib – inhibitors of human tau fibril formation; Potency, µM (top dose mostly 57.7 µM), for the others: at the top dose activity, negative = inhibition, hits mostly inhibitors; P10636; 280,000 tested, 0.39% active; K18 P301L tau heparin fibrillization, Alexa594 FP, 6 h; also: nearly all actives have a fitted effect of over 55% in size
#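 FP of Alexa 594-tau after heparin (20 uM) induction. Substrate: human K18 P301L, 15 uM unlabeled, 0.24 uM labeled. Buffer 100 mM sodium acetate pH 7. 6 hr, 37 C.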
# RECQ1 helicase – blocks DNA unwinding by human RECQ1; Potency, µM (doses to about 57.3 µM), inactives show top-dose activity, negative = inhibition, usual class: inhibitors; P46063; 240,000 tested, 0.54% active; RECQ1 DNA unwinding, red fluorescence kinetic read;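 also: plate controls were vehicle for no effect and no enzyme for full effect; nearly all actives have a fitted effect of over 30% in size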
# Target sequence (P46063 whole entry, looked up): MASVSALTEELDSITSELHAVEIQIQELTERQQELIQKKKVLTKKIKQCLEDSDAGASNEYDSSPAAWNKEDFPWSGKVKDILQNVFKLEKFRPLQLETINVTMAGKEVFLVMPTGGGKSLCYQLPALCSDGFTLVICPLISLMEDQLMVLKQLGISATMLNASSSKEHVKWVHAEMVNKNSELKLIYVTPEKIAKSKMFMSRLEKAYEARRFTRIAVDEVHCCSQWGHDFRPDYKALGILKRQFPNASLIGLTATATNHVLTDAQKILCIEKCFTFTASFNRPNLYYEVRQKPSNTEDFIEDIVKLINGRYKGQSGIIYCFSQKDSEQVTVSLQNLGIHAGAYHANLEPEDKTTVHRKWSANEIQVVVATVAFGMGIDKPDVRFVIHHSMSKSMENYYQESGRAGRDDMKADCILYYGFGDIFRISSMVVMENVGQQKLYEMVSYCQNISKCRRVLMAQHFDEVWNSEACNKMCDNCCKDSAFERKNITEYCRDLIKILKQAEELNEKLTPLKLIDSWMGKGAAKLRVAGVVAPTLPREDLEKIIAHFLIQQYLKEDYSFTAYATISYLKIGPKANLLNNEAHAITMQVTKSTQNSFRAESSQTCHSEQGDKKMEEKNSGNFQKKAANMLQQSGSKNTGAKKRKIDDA
#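 RECQ1T1 50 nM; forked duplex (20 bp + 30-nt ss tails) 200 nM, ATP 2 mM final; pH 8.0, 2 mM MgCl2, 2.5 ug/ml poly(dI-dC); 15 min compound preincubation; discontinuous kinetic read over 2 h at RT.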
# L3MBTL1 inh – L3MBTL1 (human) inhibition; Q9Y468; AlphaScreen L3MBTL1–H3K9me1 peptide binding; Potency, µM (highest dose often 57.1 µM), without a hit: at the highest dose activity, negative = inhibition, most hits filed as inhibitors; 230,000 tested, 0.66% active; also: nearly all actives have a fitted effect of over 60% in size
#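 L3MBTL1 (50 nM) pre-complexed 30 min with biotinylated H3(1-15)K9me1 peptide (75 nM), then compounds added for 30 min at room temperature; AlphaScreen streptavidin donor/nickel chelate acceptor beads (10 ug/mL final) read after 30 min dark incubation.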
# RGS12 GoLoco inh – RGS12 GoLoco-Gai1 interaction inhibition; P63096; Gai1:RGS12 GoLoco peptide FP, rhodamine, 10 min; Potency, µM (highest dose often 61.6 µM), for the others: at the top dose activity, negative = inhibition, most hits filed as inhibitors; 230,000 tested, 0.44% active; AID 880; active = well fitted inhibition curve with a large enough effect, not every such curve was filed as active; inactive = no such curve, though single readings can be large or run the other way; also: nearly all actives have a fitted effect of over 30% in size; many of its hits are not listed in these tables
# * marks the source's active call; other numbers are inactive results; i = inactive; ? = inconclusive; / = no result given; & = joins results of further samples; [ ] = remark or other dose. Unless noted, calls follow the shape of the dose curve; as a rule, active = well fitted curve in the direction sought with a large enough effect; inconclusive = small, poorly fitted or top-dose-only effect, or another doubt; inactive = no such curve, though single readings can be large; an effect the other way counts as inactive or inconclusive. Unless noted, % is scaled to controls: 0 for no effect and ±100 for the full control effect; potency is read from the fitted curve at half-maximal effect. The list is partial; count on the stated rates, not on these rows.
SMILES,TRb SRC2 PPI,Tau ThT inhib,KDM4E inh,TexasRed fluor,Tau FP inhib,RECQ1 helicase,L3MBTL1 inh,RGS12 GoLoco inh
CCn1cc(C(=O)O)c(=O)c2cnc(N3CCN(C(=S)Nc4ccc(F)cc4)CC3)nc21,-3.8%,-10.9%,?,-3.2%,-3.7%,-4.5%,-7.4%,8.6%
CCOC(=O)c1c(NC(=O)COc2cccc(C(F)(F)F)c2)sc2c1CCC(C)C2 (centres undefined),-0.1%,?,/,-10.9%,-9.9%,/,/,/
CCn1c(N)c(C(=O)N2CCOCC2)sc1=S,3.4%,-3.5%,-3.8%,-0.8%,?,i,-2.3%,/
COC(=O)[C@H]1C[C@@H]1[C@H](NC(=O)c1ccccc1)c1ccccc1,-12.0%&-0.4%,-14.5%&-6.8%,-4.9%&3.8%,-2.1%&-0.8%,?,i,2.1%,-10.7%&3.4%
CCOP(=O)(OCC)c1nc(-c2ccc(Cl)cc2Cl)oc1N1CCCCC1,1.0%,-17.8%,?,-4.8%,3.5%,-2.8%,29.0%,4.7%
NC(=O)c1ccc(NC(=O)CCC(=O)N2CCN(S(=O)(=O)c3ccc(Cl)cc3)CC2)cc1,30.0%,-0.8%,-6.2%,-6.0%,-10.6%,1.4%,-0.3%,3.1%
Nc1ccccc1Sc1nc2ccccc2[nH]1,2.7%,28.2µM*,12.6µM*,-2.0%,?,-7.3%,?,-4.3%
O=Cc1ccccc1-n1cccn1,-3.0%,-2.3%,-1.5%,-3.1%,-10.1%,-2.1%,-3.5%,4.5%
O=C(CCC(=O)c1cccs1)Nc1ccccc1F,0.2%,-5.3%,-4.3%,-5.8%,1.5%,i,7.7%,1.1%
Cc1ccc(C(=O)Nc2nc3ccc(S(C)(=O)=O)cc3s2)o1,-26.4%,-8.2%,?,0.7%,?,-7.1%,1.7%,13.1%
COc1cccc(C(=O)Nc2ccccc2C(=O)OCc2cc(=O)n3nc(C)sc3n2)c1,1.0%,0.9%,/,0.6%,2.8%,/,/,/
Cc1occc1C(=O)NNC(=O)Nc1ccc(F)cc1F,-3.6%,-17.0%,2.8%,-6.2%,-6.3%,-0.8%,5.4%,/
CN(C[C@H](Cc1ccccc1)N(C[C@H](Cc1ccccc1)N(CCC(C)(C)C)N=O)N=O)N=O,-0.3%,3.2%,1.6%,0.9%,-9.3%,-23.0%,-5.9%,9.4%
COc1ccc(N(CC(=O)NCc2ccc(F)cc2)S(=O)(=O)c2c(C)noc2C)cc1,-5.8%,-2.7%,/,-1.0%,-8.9%,/,/,/
O=S(=O)(O)c1nc2ccccc2n1Cc1ccccc1,1.6%,-2.6%,-13.9%,-4.5%,-0.9%,-3.5%,0.5%,14.8%
CN(Cc1ccccc1)c1ccc(S(=O)(=O)N2CCC(C(=O)O)CC2)cc1[N+](=O)[O-],2.9%,-17.0%,3.4%,-2.1%,-12.0%,-4.2%,/,3.5%
Cc1ccc(-c2ccnc(=S)[nH]2)cc1,-1.3%,?,7.4%,-1.0%,-11.4%,-9.6%,-0.2%,1.8%
CN(C)S(=O)(=O)c1cccc(C(=O)NCC2(N3CCOCC3)CCCCC2)c1,3.1%,0.1%,1.8%,-1.1%,-4.5%,-2.1%,6.7%,17.2%
Cc1cccc(OC(C)C(=O)N/N=C\c2ccncc2)c1 (centres undefined),-4.1%,-4.3%,-0.5%,-3.7%,-6.1%,i,-10.2%,0.0%
CCCCC(=O)Nc1ccc(C(=O)NNC(=O)c2ccc(C)c(Br)c2)cc1,0.8%,0.0%,3.1%,0.7%,?,-9.3%,-1.9%,/
CCC(=O)N1CCc2cc(S(=O)(=O)NCCN3CCCCC3CC)ccc21 (centres undefined),-15.8%,4.3%,6.4%,0.3%,7.8%,6.2%,/,7.2%
C=CCOc1cccc(C2/C(=C(/O)c3ccc(C)cc3)C(=O)C(=O)N2CCN2CCOCC2)c1 (centres undefined),3.2%,?,?,-2.9%,-2.6%,3.4%,-2.9%,-1.2%
Cn1cc(S(=O)(=O)N2CCCCCC2)cc1C(=O)N1CCN(c2ccc(F)cc2)CC1,0.9%,1.2%,/,-5.1%,7.7%,/,/,/
c1ccc(CSc2snnc2-c2ccccc2)cc1,-12.1%,-5.7%,3.2%,-2.5%,-6.4%,0.6%,73.2%[activator],-2.4%
Cc1csc2c(=O)sc(NC(=O)c3ccc(F)cc3Cl)nc12,-0.2%,/,?,2.8%,-8.5%,-8.0%,/,1.5%

# An excerpt from above in order of length of the SMILES, low to high.
SMILES,TRb SRC2 PPI,Tau ThT inhib,KDM4E inh,TexasRed fluor,Tau FP inhib,RECQ1 helicase,L3MBTL1 inh,RGS12 GoLoco inh
O=S(=O)(O)c1nc2ccccc2n1Cc1ccccc1,1.6%,-2.6%,-13.9%,-4.5%,-0.9%,-3.5%,0.5%,14.8%
CCOP(=O)(OCC)c1nc(-c2ccc(Cl)cc2Cl)oc1N1CCCCC1,1.0%,-17.8%,?,-4.8%,3.5%,-2.8%,29.0%,4.7%
CCOC(=O)c1c(NC(=O)COc2cccc(C(F)(F)F)c2)sc2c1CCC(C)C2 (centres undefined),-0.1%,?,/,-10.9%,-9.9%,/,/,/
COc1cccc(C(=O)Nc2ccccc2C(=O)OCc2cc(=O)n3nc(C)sc3n2)c1,1.0%,0.9%,/,0.6%,2.8%,/,/,/
COc1ccc(N(CC(=O)NCc2ccc(F)cc2)S(=O)(=O)c2c(C)noc2C)cc1,-5.8%,-2.7%,/,-1.0%,-8.9%,/,/,/
C=CCOc1cccc(C2/C(=C(/O)c3ccc(C)cc3)C(=O)C(=O)N2CCN2CCOCC2)c1 (centres undefined),3.2%,?,?,-2.9%,-2.6%,3.4%,-2.9%,-1.2%

# Next part.
SMILES,TRb SRC2 PPI,Tau ThT inhib,KDM4E inh,TexasRed fluor,Tau FP inhib,RECQ1 helicase,L3MBTL1 inh,RGS12 GoLoco inh
O=C(C1CC2CCC1C2)N1CCN(Cc2ccc3c(c2)OCO3)CC1 (centres undefined),-13.8%,-7.5%,2.7%,-0.8%,7.2%,i,1.2%,1.8%
COc1ccc(OC)c(NC(=O)c2cnc(N3CCCCC3)c3ccccc23)c1,2.7%,?,/,1.3%,11.3%,/,/,/
COCC(=O)Nc1ccccc1NC(C)=O,-0.3%,0.2%,-4.0%,-3.8%,4.6%,-15.7%,6.5%[11.4 µM],-0.7%
COc1cccc(CNC(=O)c2ccc3c(c2)N(Cc2ccc(F)cc2Cl)C(=O)c2ccccc2S3)c1,3.6%,3.2%,/,-1.1%,-5.4%,/,/,/
O=C1CC(C(=O)Nc2ccccc2)N=C(N2CCCCC2)N1 (centres undefined),8.7%,7.8%,2.1%,2.1%,0.4%,-11.0%,29.6%,0.1%
C(=N\n1cnnc1)/c1ccc(N2CCOCC2)cc1,-4.7%,-14.3%,i,-5.8%,3.7%,i,-1.7%,-6.7%
Cn1c(CSCc2ccccc2)nnc1SCC(=O)Nc1nccs1,-5.7%,-1.1%,1.8%,-4.3%,1.2%,0.6%,-1.8%,-4.2%
N/C(=N\OC(=O)c1cccnc1)c1ccc(Cl)cc1Cl,0.4%,-1.2%,8.3%,-0.9%,-9.2%,13.4%,11.5%,2.9%
COc1ccc(CN2CCSCC2)cc1C,-9.3%,7.5%,-16.0%,-4.8%,2.4%,-6.5%,/,-2.0%
COc1ccc(C2=C(C)C(=O)N(Cc3ccc(C(=O)Nc4cccc(F)c4)cc3)S2(=O)=O)cc1,3.6%,9.4%,/,-5.4%,?,/,/,/
COc1cccc(Oc2ccc(N)cc2)c1,-3.0%,-5.9%,6.2%,0.7%,15.1%,-3.4%,-4.1%,7.8%
Cc1ccc(CSCCNC(=O)C2CCN(S(=O)(=O)Cc3ccccc3)CC2)cc1,1.2%,12.1%,/,-1.7%,1.2%,/,/,/
CCOc1ncccc1C(=O)OC(C)C(=O)Nc1ccc(CC)cc1 (centres undefined),3.1%,-0.1%,4.0%,1.2%,-14.0%,i,9.4%,-5.2%
Cc1ccccc1C(=O)N1CCC(c2nc3ccccc3s2)CC1,5.1%,0.0%,/,1.5%,-0.3%,/,/,/
Cc1nn(C(=O)C(C)N2C(=O)c3ccccc3C2=O)c(C)c1Br (centres undefined),-4.3%,-9.0%,4.1%,-0.6%,-3.1%,-8.5%,5.0%,5.0%
CSCCC(NC(=O)COc1ccccc1)C(=O)OCC(=O)c1cc2ccccc2o1 (centres undefined),-16.7%,-17.4%,-7.3%,-2.9%,-4.4%,-8.4%,/,17.6%
O=C(NCc1cccc(Cl)c1)c1ccc(S(=O)(=O)Nc2cccc(C(F)(F)F)c2)cc1,-6.7%,10.7%,-7.3%,-0.7%,?,-6.3%,6.2%,-0.4%
COc1ccc(OCC(O)CNC(=O)Nc2ccccc2)cc1 (centres undefined),-4.9%,-13.0%,-8.1%,-1.1%,3.6%,i,5.2%,-14.1%
Cn1c(C(=O)NCCCN2CCN(c3ccccc3F)CC2)cc2c(=O)n(C)c3ccccc3c21,-17.6%,-17.5%,?,3.2%,-0.2%,i,/,-1.9%
Cc1ccc(CNC(=O)CC2Oc3ccc(Cl)cc3NC2=O)cc1 (centres undefined),-5.3%,8.9%,/,-6.6%,8.3%,/,/,/
CC(C)(C)C1CCC(OC(=O)C[N+]2(C)CCCC2)CC1 (centres undefined),2.3%,-7.6%,-6.6%,0.1%,5.4%,i,/,7.08µM*
Cc1ccc(CNC(=O)C2CCCN(S(=O)(=O)c3c(C)[nH]c(=O)[nH]c3=O)C2)cc1 (centres undefined),0.1%,-11.6%,1.9%,-0.5%,9.2%,-17.7%,6.0%,2.2%
O=C(NCc1cccnc1)C1CCC(CNS(=O)(=O)c2cccc3nsnc23)CC1 (centres undefined),1.6%,/,9.8%,-2.2%,2.3%,i,/,7.5%
O=C(CCCN1C(=O)CCC1=O)Nc1ccc(Br)cc1F,-3.9%,-19.8%,2.1%,-0.3%,-11.6%,i,/,9.0%
CCC(CC)C(=O)Nc1cccc(C(=O)Nc2ccc3c(c2)OCO3)c1,1.6%,-11.7%,5.0%,-3.4%,4.9%,2.0%,-0.1%,5.9%
Cc1ccc2nc(-c3cccnc3)c(NC3CCCCC3)n2c1,-8.0%,-1.0%,-20.6%,1.6%,11.6%,3.6%,-0.8%,-10.9%
